# Source: PubChem
# TNF necrop inh = TNF-alpha cell death inhibition in Jurkat FADD-/- cells; activation (protection from cell death), % at 10 µM; AID 463075; hit rate 0.068% among 220,000; Jurkat FADD-/- TNF necroptosis rescue, ATP luminescence, 24 h; 0 = TNF only, 100 = no-TNF cells;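 active = activation, meaning protection from cell death, of at least 50% relative to plate controls; inactive = activation below 50%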;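 also: necroptosis triggered by 40 ng/mL TNF-alpha added together with compound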
# Runt-SMMHC FRET = Runt domain-CBFb-SMMHC interaction inhibition; Q01196+Q13951; Cerulean-Runt/Venus-CBFb-SMMHC FRET ratio 530/480, 1 h; inhibition, % at 20 µM; hit rate 0.74% among 220,000;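 active = mean inhibition across duplicate retests at 20 µM reaching about 50%, limit read from the data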;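 also: 0% = DMSO wells and 100% = wells with excess untagged CBFb-SMMHC; inhibitors lower the FRET ratio by blocking Runt binding to CBFb-SMMHC; some results filed as inactive read as strong as hits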
# Target sequence (Q01196 whole entry, looked up, the tested form may be a part): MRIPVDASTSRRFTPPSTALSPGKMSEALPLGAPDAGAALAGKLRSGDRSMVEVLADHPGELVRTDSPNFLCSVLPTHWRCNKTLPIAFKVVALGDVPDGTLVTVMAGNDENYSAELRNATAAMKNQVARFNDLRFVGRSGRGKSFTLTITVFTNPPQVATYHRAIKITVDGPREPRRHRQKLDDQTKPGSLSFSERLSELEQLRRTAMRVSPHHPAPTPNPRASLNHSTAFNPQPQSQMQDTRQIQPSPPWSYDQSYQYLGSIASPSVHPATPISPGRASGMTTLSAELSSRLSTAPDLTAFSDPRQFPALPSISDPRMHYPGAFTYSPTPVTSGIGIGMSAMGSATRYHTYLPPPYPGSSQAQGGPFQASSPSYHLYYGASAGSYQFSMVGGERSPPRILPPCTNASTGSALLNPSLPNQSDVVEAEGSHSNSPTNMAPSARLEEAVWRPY
# Target sequence (Q13951 whole entry, looked up, the tested form may be a part): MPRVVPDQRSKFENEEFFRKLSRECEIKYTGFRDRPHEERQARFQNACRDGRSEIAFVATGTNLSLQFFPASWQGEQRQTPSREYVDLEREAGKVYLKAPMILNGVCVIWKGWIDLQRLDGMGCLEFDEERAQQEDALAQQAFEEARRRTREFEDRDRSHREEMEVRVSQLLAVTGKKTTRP
# Hck-Nef inh = blocks Nef-activated human Hck kinase; P08631; Recombinant Hck-YEEI plus Nef, Z-Lyte FRET kinase assay; inhibition, % at 20 µM; hit rate 0.68% among 220,000; AID 463187;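 active = Hck-Nef kinase inhibition above about 50%, limit read from the data; inactive = inhibition below that limit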;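 also: 0% = DMSO with Hck plus Nef and 100% = Hck alone without Nef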
# EP2 antag = blocks the human prostaglandin E2 receptor EP2. AID 1422. C6 glioma cells expressing human EP2, cAMP TR-FRET; cells stimulated with saturating PGE2. inhibition, % at 25 µM. P43116. hit rate 0.52% among 260,000;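 active = percent inhibition above 40 after rounding to a whole number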;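 also: rat C6 glioma host cells with rolipram phosphodiesterase inhibitor present; the protocol text gives 20 µM as final concentration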
# zVAD death inh = L929 zVAD cell death inhibition; AID 1377; viability rescue, % at 10 µM; L929 zVAD necroptosis rescue, ATP luminescence, 24 h; with zVAD 60 µM; hit rate 0.38% among 220,000;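 active = activation, scaled between plate controls, above about 75%, limit read from the data; inactive = activation under that limit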;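 also: 0% = zVAD with DMSO and 100% = DMSO alone without zVAD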
# RBBP9 inh = human RBBP9 hydrolase inhibition | AID 1515 | inhibition, % at 7.94 µM | hit rate 0.2% among 220,000 | recombinant RBBP9, FP-Rh probe fluorescence polarization;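 active = inhibition above the campaign mean of all tested compounds plus 3 SD, cut at about 14% in these data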;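 also: plate controls were DMSO wells with RBBP9 for no effect and wells lacking RBBP9 protein for full effect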
# Target sequence (O75884 whole entry, looked up): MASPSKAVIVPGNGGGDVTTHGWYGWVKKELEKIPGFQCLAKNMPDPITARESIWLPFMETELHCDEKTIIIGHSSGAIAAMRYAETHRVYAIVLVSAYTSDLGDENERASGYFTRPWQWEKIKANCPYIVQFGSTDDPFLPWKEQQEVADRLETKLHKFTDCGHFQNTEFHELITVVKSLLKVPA
#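 Test system: recombinant human RBBP9; Timing: 30 min then 45 min, 25 °C; Detection: fluorescence polarization; Control set: RBBP9 with DMSO as uninhibited control, no-protein wells as full inhibition; Compound dosing: one concentration, 7.94 µM nominal, 0.794% DMSO; Probe or stimulus: FP-Rh activity-based probe, 375 nM before mixing.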
# Runt-CBFb FRET = blocks binding of human RUNX1 Runt domain to CBFb; Q01196+Q13951; AID 1496; Cerulean-Runt/Venus-CBFb FRET ratio 530/480, 1 h; hit rate 0.46% among 220,000; inhibition, % at 20 µM;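 active = inhibition over about 50% at 20 µM in the single-dose screen, limit read from the data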;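 also: 0% = DMSO wells and 100% = excess unlabeled CBFb competitor control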
#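 Measured by: fluorescence energy transfer, 422 nm excitation, 530/480 nm emission; Assay system: Cerulean-Runt domain; Medium: Tris pH 7.5 buffer with BSA; Measure: loss of energy transfer signal; Controls: 5 µM unlabeled CBFb as full-inhibition high control; Incubation: protein complex preformed 1 h, compound exposure 1 h, room temperature, dark.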
# EP2 mod = modulates human prostaglandin E2 receptor EP2 signaling; P43116; EP2-expressing cells, cAMP HTRF FRET, PGE2 co-stimulation; induction, % at 25 µM; hit rate 0.83% among 260,000;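 active = compounds whose cAMP rise, as percent of the full-agonist control response, exceeds 60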;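 also: rat C6 glioma line stably carrying human EP2 under a CMV promoter; the protocol text gives 20 µM as final concentration; 100% = response of wells given 1 µM PGE2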
# PERK inhibitor = human PERK inhibition, primary cell-based screen. Q9NZJ5. CHO PERK-DD fusion, SEAP luminescence translation reporter. inhibition, % at 5.6 µM. hit rate 0.17% among 220,000;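 active = inhibition above the mean inhibition of all tested compounds plus 3 SD, set separately per screening campaign, cut at about 2.9% in these data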;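 also: PERK kinase domain activated by AP20187 dimerizer at 100 nM; 0% = DMSO with dimerizer and 100% = rapamycin at 8.4 µM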
# The depositor's hits bear a star; x = no result given; & = joins results of further samples. An excerpt; rates above refer to the full screens.
# Below each SMILES: TNF necrop inh	Runt-SMMHC FRET	Hck-Nef inh	EP2 antag	zVAD death inh	RBBP9 inh	Runt-CBFb FRET	EP2 mod	PERK inhibitor
- CCOC(=O)c1cnn(-c2ccccc2)c1NC(=O)c1cccs1
 : 0.8	1	1	7	0.8	-8	-1	34	-0.9
- O=C(NCC1CCCO1)/C(=C\c1ccc(Cl)cc1)NC(=O)c1ccccc1 (stereo not given)
 : -2.3	2	0	6	0.3	-8	0	-11	0.2
- CC1=CC(C)(C)n2c(O)c(N=N)c3c(C)c(C)cc1c32
 : 2.8	-6	13	5	0.7	-4	-1	76*	-0.2
- C(=C/c1ccnc2nc(SC/C=C/c3ccccc3)nn12)/c1ccccc1
 : -5.1	-3	2	10	0.0	-6	-1	45	0.6
- O=C(NCc1cccnc1)Nc1cccc(F)c1
 : 1.4	1	-5	4	1.6	-4	0	-4	0.2
- Cc1ccc(-c2noc(CCC(=O)NCC3CCN(Cc4cccc(C)c4)CC3)n2)cc1
 : -5.3	-3	-13	6	0.6	1	0	-8	-0.9
- O=c1cc(N2CCN(Cc3ccccc3)CC2)[nH]c(=O)n1-c1cccc(C(F)(F)F)c1
 : -1.7	17	7	7	-0.1	4	6	34	0.6
- O=C(O)C(Cc1ccccc1-c1ccccc1)C(=O)O
 : 2.2	0	18	10&8	0.7	4	-1	35&22	1.7
- Cc1ccc(/C=C/C(=O)Nc2sc(C)c(C)c2C(=O)OC(C)C)o1
 : 2.0	24	2	13	0.6	-6	8	38	0.8
- O=c1c2cc(NC(=S)N3CCCC3)ccc2nc2n1CCCCC2
 : 0.8	1	-9	8	2.0	-2	-1	-13	-0.1
- Cc1ccc(S(=O)(=O)CCC(=O)OCc2ccc(Cl)cc2)cc1
 : 1.6	-2	0	3	0.3	-11	-1	-26	0.0
- N#CC1=C(SCC(=O)c2ccc(Cl)cc2)NC2=C(C(=O)CCC2)C1c1ccco1 (stereo not given)
 : x	-6	x	12	x	x	6	-51	x
- CCOC(=O)COc1cccc2c(=O)n(CC(=O)NCCc3ccc(OC)c(OC)c3)ccc12
 : 0.3	2	-3	13	x	-9	3	11	-0.9
- CCOC(=O)N/N=C1\CCS(=O)(=O)c2ccc(Cl)cc21
 : -1.7	1	1	9	-0.3	-1	1	5	0.6
- CCC(CC)C(=O)c1c[nH]c(C(=O)NCCc2ccccn2)c1
 : -2.7	0	0	6	0.6	-7	-3	-9	-0.2
- Cc1ccc(-n2c(N)c(C#N)c(-c3ccccc3)c(C#N)c2=O)cc1
 : -1.8	-5	12	6	0.7	-10	-2	13	0.4
- O=C(NNS(=O)(=O)c1ccccc1)c1cnn(-c2ccccc2)c1-n1cccc1
 : -0.5	-2	0	9	0.0	-4	0	2	0.7
- Cc1c(C(=O)NCc2ccc3c(c2)OCO3)oc2ccc(S(=O)(=O)N3CCCCC3)cc12
 : -6.8	2	6	11	0.5	-6	1	8	-1.1
- CC1CC(C)CN(S(=O)(=O)c2ccc(NN)nc2)C1 (stereo not given)
 : 0.9	3	6	8	2.5	-5	3	-1	-0.1
- c1ccc(Cc2nc(-c3ccccn3)no2)cc1
 : 2.4	-4	3	8	-0.2	-5	1	-12	-0.1
- Cc1ccc(NC(=O)CN(C)C(=O)CCOc2ccccc2C)cc1
 : 0.1	4	2	6	1.3	-4	0	11	0.4
- CS(=O)(=O)Nc1ccccc1Oc1ccccc1
 : -0.7	1	-3	12	0.6	3	-5	19	0.4
- NC(=O)Nc1ccc(C(=O)OCC(=O)Nc2ccc(Cl)cn2)cc1
 : 6.3	-4	3	20	74	-5	-2	-23	1.9
- Cc1cccc2sc(N(CCCN(C)C)C(=O)c3sc4ccccc4c3Cl)nc12
 : 6.3	6	1	14	-0.3	-6	-2	16	-0.4
- CCOC(=O)c1nnn(-c2ccc(OC)cc2)c1N
 : -1.0	4	1	8	0.3	-9	1	1	1.4
- CC(C)N(C(=O)Cn1c(SCC(=O)Nc2nccs2)nc2ccccc21)C(C)C
 : 0.2	1	11	3	-0.7	3	2	27	-1.1
- CCC(Oc1ccccc1)C(=O)NC1C(=O)N2C1SC(C)(C)C2C(=O)O (stereo not given)
 : -0.2	1	18	8&6	0.8	-5	-2	-8&24	0.1
- CC1CCCCC1NC(=O)COc1ccc(-n2cnnn2)cc1 (stereo not given)
 : -0.6	2	-1	10	71	-11	0	17	0.3
- CC(C)NC(=O)NC(=O)COC(=O)c1ccc(NC(=O)CC#N)cc1
 : 0.9	0	0	12	79*	-6	0	24	0.2
- COc1cc2c(cc1OC)CN(S(=O)(=O)c1ccc3c(c1)OCCO3)CC2
 : -2.3	-4	2	4	0.0	-8	-1	4	-0.5
- CCc1ccc(N(C(=O)C(F)(F)F)C(C(=O)NC2CCCCC2)c2ccncc2)cc1 (stereo not given)
 : -1.2	0	0	13	1.0	-6	-2	-6	-0.4
- CCNc1nc(NC(C)C)nc(N(C#N)CCOc2ccccc2)n1
 : -0.3	-7	-14	12	-1.0	-10	0	44	-0.7
- CCN(CCCCN1C(=O)c2ccccc2C1=O)c1ccc2c(c1)C(=O)N(C)C2=O
 : -5.3	-92	-9	12	0.2	-6	-54	-5	-0.9
- CCOC(=O)c1cnc2ccc(C(=O)OC)cc2c1Nc1ccc2c(c1)OCCO2
 : -0.7	-5	6	15	34	-6	-6	45	-0.2
- COc1ccc(N2C(=O)C3C(c4ccc(C(=O)O)cc4)NC(Cc4ccccc4)(C(=O)O)C3C2=O)c([N+](=O)[O-])c1 (stereo not given)
 : -0.4	9	2	11	1.1	-4	19	30	0.0
- NC(=O)CSc1nnc2ccc(-c3ccc(Cl)cc3)nn12
 : 0.9	4	12	6	1.7	1	-2	-40	1.9
- COC(=O)c1ccc(CSc2nc(C(F)(F)F)c3c(c2C#N)CCC3)o1
 : 0.4	3	0	x	-0.6	-3	9	30	-1.3
- CCOC(=O)Nc1ccc2c(c1)N(C(=O)CCN1CCN(CCO)CC1)c1ccccc1S2
 : -4.0	x	-8	29	0.3	2	x	x	-0.2
- COCCn1nnnc1SCC(=O)N1CCCCC1
 : -1.5	2	0	9	0.1	-4	2	39	-0.1
- Cc1nc2ccccc2nc(C)c1=NOCc1cccc(F)c1
 : 1.7	1	9	3	0.8	1	-2	4	0.2
- CCOC(=O)c1[nH]c2ccc(OC)cc2c1NC(=O)CCN1CCc2ccccc2C1
 : 1.3	2	-1	15	1.2	7	0	x	-0.5
- Cc1[nH]c(=O)c(C#N)c(C)c1Cl
 : -1.7	-2	-16	13	0.8	-6	-2	-1	-0.1
- O=C(/C=C/c1ccc(Cl)cc1Cl)NCCN1CCOCC1
 : -1.0	4	0	13	0.0	6	-1	0	0.7
- Cc1cc(-c2ccccc2)[nH]c(=O)c1S(=O)(=O)c1ccc(Cl)cc1
 : -0.9	6	3	10	0.9	2	0	-5	0.2
- CCCCN(C)C(=S)Nc1ccc(Oc2ccccc2)cc1
 : 1.4	0	2	9	2.4	-8	-2	-3	1.1
- CC(=O)Oc1ccc2c(=O)c(N3C(=O)c4ccccc4C3=O)c(C)oc2c1
 : 0.3	10	5	5	0.2	-10	0	10	0.8
- COCCCNC(=O)Cn1cc2c(n1)CCCCC2
 : -0.8	-1	-6	6	-0.6	-8	0	12	0.8
- Cc1cc(C)nc(-n2nc(C)c3c(C(F)(F)F)cc(=O)[nH]c32)n1
 : 0.0	2	9	15	-0.3	5	0	36	-0.4
- COc1ccccc1CNC(=O)CSC1=NCCS1
 : -0.4	3	4	12	3.4	4	1	10	1.9
- CCCCc1[nH]c(=O)c(C#N)c2c1CSC(C)(C)C2
 : -1.5	3	1	6	75*	-5	0	4	1.4
- COc1ccc(C)cc1C(=O)CCC(=O)Nc1ccccc1N1CCOCC1
 : -0.1	2	0	12	-0.1	-4	0	20	-1.2
- CCCN1Cc2cccc(C(=O)NCc3ccccc3OC)c2C1=O
 : 0.6	-2	-2	2	-0.6	1	-1	18	-1.5
- Cc1ccccc1Nc1nc(Cl)c(C=O)s1
 : -1.1	-11	24	6	-0.3	3	-4	-38	-0.4
- CCOC(=O)c1ccc(NC(=O)c2n[nH]c(=O)c3ccccc23)cc1
 : -0.3	-8	-5	8	8.7	-11	0	-1	1.1
- COc1ccc2nc3oc(C(=O)N4CCC(C(N)=O)CC4)cc3cc2c1
 : -0.8	-6	6	22	-0.1	2	-2	-19	0.6
- c1ccc(CNc2nc(-c3cccs3)nc3ccccc23)nc1
 : 2.8	3	17	6	1.2	-1	2	3	-0.6
- CC(C)OCCCNS(=O)(=O)c1ccc2c(c1)OCCO2
 : -0.8	-2	12	4	-0.2	0	-1	15	1.1
- CCN(CC)CCOC(=O)c1ccc(NC(=O)c2cn(-c3ccccc3)nc2-c2cccs2)cc1
 : -1.7	4	32	4	4.5	-44	-3	-76	-0.5
- N#Cc1c(NC(=O)CSc2ncn(-c3ccccc3)n2)sc2c1CCCC2
 : -2.0	0	2	8	-0.2	-7	1	11	1.3
- CCN(CC)C(=O)CSc1ncnc2c1cnn2-c1ccccc1
 : 2.9	3	1	8	0.2	4	-3	-14	0.2

# More results follow.
# Below each SMILES: TNF necrop inh	Runt-SMMHC FRET	Hck-Nef inh	EP2 antag	zVAD death inh	RBBP9 inh	Runt-CBFb FRET	EP2 mod	PERK inhibitor
- CCCCOC(=O)c1[nH]c2c(c1C)C(=O)CC(c1cc(OC)c(OC)c(OC)c1)C2 (stereo not given)
 : -13	-2	1	9	0.7	-12	-5	-16	-1.3
- Cn1c(SCC2CCCO2)nnc1-c1ccc([N+](=O)[O-])cc1 (stereo not given)
 : 1.0	2	20	5	0.5	-4	-1	-1	0.3
- C/C=C(\C)CN1CCN(c2cc(C)ccc2C)CC1
 : 0.6	-14	-2	3	0.4	-1	-1	1	0.2
- O=C(NCc1ccccc1)c1ccc2nc(-c3ccco3)c(-c3ccco3)nc2c1
 : -1.4	-46	2	28	1.5	4	-1	-9	0.1
- c1ccc(CN2CCN(c3ncnc4nc[nH]c34)CC2)cc1
 : -0.5	-2	-1	11	1.8	-8	1	6	0.2
- CCN(CC(=O)Nc1ccc2c(c1)CCC2)Cc1nc2ccccc2c(=O)[nH]1
 : 0.9	-1	0	9	0.1	-4	-1	18	-0.9
- CC1Cc2ccccc2N1Cc1nc2scc(-c3cccs3)c2c(=O)[nH]1 (stereo not given)
 : 0.2	-20	9	14	1.1	-10	-6	-8	0.4
- CC(NC(=O)CSc1nnc(CC(=O)Nc2ccc(Cl)c(Cl)c2)n1C)c1ccccc1 (stereo not given)
 : -0.9	20	-11	8	-0.7	-7	-45	8	1.0
- Cc1nc2c(=O)oc3ccccc3c2n1-c1ccccc1
 : -1.7	1	-7	15	1.1	2	1	4	-0.5
- O=C(c1cccnc1)n1nc(NCc2ccccc2)nc1NCc1ccccc1
 : -0.9	0	18	8	-0.5	-7	-5	38	0.3
